High-throughput results deposited in PubChem by several laboratories.
Anthrax LF inh2: Bacillus anthracis LF protease inhibitors, primary screen, biochemical, multiplex microsphere, MLPCN library; 360,000 tested, 0.12% active; inhibition, % at 10 µM; AID 588501, 2011; multiplex microsphere protease cleavage assay; note: plate controls were buffer without enzyme for full effect and enzyme alone for no effect
BoNT A protease: BoNT/A light chain protease inhibitors, primary screen, biochemical, flow cytometry, MLPCN library; inhibition, % at 10 µM; 360,000 tested, 0.17% active; multiplex microsphere protease substrate cleavage; Botulinum neurotoxin type A light chain protease (Clostridium botulinum A str. ATCC 3502); AID 588499, 2011; note: plate controls were buffer without enzyme for full effect and enzyme alone for no effect
Yp Topo-I inh: Yersinia pestis topoisomerase I inhibitors, primary screen, biochemical, cleavage product accumulation, plate reader, single point; Y. pestis Topo-I cleavage product accumulation; 360,000 tested, 0.064% active; activity, % at 10 µM; in the data active = activity above about 50%, passing the limit was not always enough; inconclusive = no clear call, values can overlap the other calls; note: inactives centre near 2
TcdB inh: TcdB glycohydrolase inhibitors, primary screen, biochemical, single point, plate reader. Toxin B (Clostridioides difficile), P18177. TcdB glycohydrolase enzymatic assay. inhibition, % at 9.99 µM. 350,000 tested, 0.24% active; in the data active = inhibition above about 10%
CCHF vOTU inh: CCHFV vOTU protease inhibitors, primary screen, biochemical, Pep-AMC substrate, fluorescence; inhibition, % at 11.5 µM; AID 651958, 2012; 370,000 tested, 0.55% active; Crimean-Congo hemorrhagic fever virus L polyprotein viral ovarian tumor (vOTU) protease …; in the data active = inhibition above about 30%; note: 0% = vehicle wells with enzyme and 100% = no enzyme wells
PfHsp40 yeast: rescue of yeast from PfHsp40 toxicity, primary screen, S. cerevisiae, ATP luminescence; S. cerevisiae expressing PfHsp40, growth rescue; growth rescue, % at 12.5 µM; AID 504582, 2011; 340,000 tested, 0.68% active; in the data active = growth rescue above about 28%, passing the limit was not always enough; inconclusive = no clear call, values can overlap the other calls;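 note: yeast W303a lacking pdr1 and pdr3 grown in galactose medium; growth measured after three days at 30 °C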
3CLpro inhibitor: SARS-CoV 3CLpro protease inhibitors, primary screen, biochemical, quenched FRET; Replicase polyprotein 1ab (Severe acute respiratory syndrome coronavirus), P0C6X7; recombinant SARS-CoV 3CLpro, quenched FRET peptide cleavage; inhibition, % at 6 µM; 290,000 tested, 0.14% active; in the data active = inhibition above about 12%
SSB-PriA inh: inhibitors of Klebsiella pneumoniae PriA binding to SSB C-terminal tail, primary screen, biochemical, AlphaScreen. PriA–SSB C-terminal tail interaction (Klebsiella pneumoniae). inhibition, % at 33 µM. 430,000 tested, 0.6% active. AlphaScreen SSBct-PriA binding, biotinylated peptide; in the data active = inhibition mostly above about 37%, no sharp cut-off; inactive = mostly below about 20%;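 note: plate controls were negative control peptide for no effect and reference peptide for full effect; strong numbers were not always called active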
DUSP3 inh: VHR1 phosphatase inhibitors, primary screen, biochemical, absorbance, uHTS; AID 1654, 2009; inhibition, % at 13.3 µM; 290,000 tested, 0.52% active; recombinant VHR phosphatase, pNPP absorbance; in the data active = inhibition above about 50%; note: some compounds called inactive have numbers as strong as hits
BH1578 lux ind: inducers of Vibrio cholerae quorum light production without autoinducers, primary screen, BH1578 luxS cqsA deficient, single point; V. cholerae BH1578 lux reporter, luminescence, 6 h; activation, % at 18.7 µM; 350,000 tested, 0.16% active; in the data active = activation mostly above about 9.7%, no sharp cut-off; inconclusive = no clear call, values can overlap the other calls; inactive = mostly below about 3.7%; note: not every result past the cut was called active; inactives centre near 0; reference of the scale not given here
An asterisk follows results filed as active; i = inactive; ? = inconclusive; . = not tested or not shown; & = joins results of further samples. Cut-off read from the data, not from the text of the source, unless noted: active = inhibition above about 30%; inconclusive = no clear call, values can overlap the other calls; inactive = below that. Some of the compounds tested, so the mix of outcomes need not match the whole.

| # | compound | Anthrax LF inh2 | BoNT A protease | Yp Topo-I inh | TcdB inh | CCHF vOTU inh | PfHsp40 yeast | 3CLpro inhibitor | SSB-PriA inh | DUSP3 inh | BH1578 lux ind |
| --- | --- | --- | --- | --- | --- | --- | --- | --- | --- | --- | --- |
| 1 | O=C(NCc1cccs1)C1Cc2c(-c3ccccc3Oc3ccccc3)ccnc2O1 (stereo unspecified) | -2 | -0.7 | 36 | 0.5 | 9 | . | . | . | . | -0.5 |
| 2 | O=C(Cc1ccccc1)OCC(=O)c1cccc([N+](=O)[O-])c1 | 2 | 0.1 | 2 | 2.0 | -10 | 0.2 | . | 4 | . | -0.3 |
| 3 | O=C(COc1cccc(Cl)c1)Nc1ccc(N2CCOCC2)cc1 | -4 | -0.5 | 1 | . | -3 | -0.4 | 0 | -17 | -2 | i |
| 4 | Cc1cc(NC(=O)c2ccccc2)c(Cl)cc1N | -7 | 0.8 | 4 | -7.3 | -2 | 0.5 | 0 | -1 | 11 | -0.3 |
| 5 | O=C(CSc1nnc(Nc2ccccc2)s1)NN1C(=O)NC2(CCCCC2)C1=O | -1 | -1.3 | -2 | . | -4 | -0.7 | 0 | -14 | 4 | -0.3 |
| 6 | CC1CCC(C(C)C)C(OP(=O)(c2ccccc2)C(O)c2ccncc2)C1 (stereo unspecified) | -13 | -0.8 | 18 | 0.5 | 5 | -0.6 | 3 | -5 | 8 | -0.3 |
| 7 | CC(C)Oc1ccc(S(=O)(=O)N2CCCCC2)cc1NC(=O)CN1C(=O)NC2(CCCC2)C1=O | -4 | 0.1 | 29 | 0.9 | -2 | 0.6 | . | -1 | . | i |
| 8 | CCCCNC(=O)CSc1nc2c(sc(=S)n2-c2cc(Cl)ccc2OC)c(=O)[nH]1 | 10 | 0.7 | 17 | -1.6 | 0 | 0.0 | 0 | -3 | -8 | i |
| 9 | CCc1cccc(OCCCCNCCCOC)c1 | -2 | -0.8 | 2 | 1.7 | 1 | 0.9 | 4 | -6 | -8 | -0.2 |
| 10 | c1ccc(Cc2noc(CN3CCN(Cc4ccc5c(c4)OCO5)CC3)n2)cc1 | -3 | 1.0 | 0 | 0.7 | -4 | 2.4 | 0 | 2 | 19 | -0.5 |
| 11 | Cc1cc(S(=O)(=O)N2CCOCC2)ccc1OCC(=O)Nc1ccc(Br)cc1F | -2 | 0.1 | 12 | 0.4 | -9 | 0.2 | 0 | -10 | 19 | 3.1 |
| 12 | C[C@H]1CN([C@@H](C)CO)S(=O)(=O)c2ccc(Br)cc2O[C@H]1CN(C)Cc1ccccc1 | -6 | -0.7 | 1 | 0.8&-1.2&0.2 | 6 | . | . | . | . | i |
| 13 | COc1ccc(CNC(=O)CCSc2ccc(F)cc2)cc1OC | 3 | -0.7 | -16 | -0.5 | -13 | 0.9 | 5 | -15 | -1 | -0.2 |
| 14 | C=CCC[C@@H](Cc1ccc(F)cc1)C(=O)OC[C@H](Cc1c[nH]c2ccccc12)NC(=O)[C@@H](CC=C)CC(=O)N[C@@H](CO)Cc1ccccc1 | -4 | -0.3 | 9 | -3.9 | 17 | -0.1 | . | 7 | . | -1.0 |
| 15 | O=C(NCCc1ccc(F)cc1)c1n[nH]c2ccccc12 | -5 | 0.1 | 10 | 0.6 | 0 | -0.3 | 2 | -13 | 24 | -0.3 |
| 16 | COc1ccc(-c2cn3cc(C)ccc3n2)cc1OC | 1 | -0.2 | 4 | . | -51 | 0.2 | -2 | -13 | 6 | -0.3 |
| 17 | COc1cc(NS(=O)(=O)c2ccc(NC(=O)c3ccc(F)cc3)cc2)ncn1 | 1 | 4.3 | -14 | 2.4 | 9 | -0.1 | 1 | -10 | -17 | 19 |
| 18 | Nc1nc(SCC(=O)Nc2ccc(OCc3ccccc3)cc2)n[nH]1 | -4 | 0.2 | -4 | 1.0 | -11 | -0.1 | 4 | -10 | 16 | 4.8 |
| 19 | Cc1cccc(N2C(=O)CS/C2=N\NC(=O)c2ccc(Cl)cc2)c1C | 1 | 0.0 | -12 | . | -3 | -0.9 | 4 | . | 22 | -0.5 |
| 20 | O=C(c1ccc(F)c(S(=O)(=O)N2CCOCC2)c1)N(CCc1ccccc1)Cc1ccccc1 | 2 | 1.9 | 37 | 1.6 | -5 | 0.7 | . | -14 | . | i |
| 21 | Cc1ccc(NC(=O)NC(=O)c2ccccc2)cc1F | 3 | -2.8 | 0 | . | . | 0.2 | 2 | -24 | 4 | -0.3 |
| 22 | CC(C)CN(C#N)c1nc(N2CCOCC2)nc(N2CCOCC2)n1 | 3 | 1.0 | 0 | . | 13 | 0.5 | -4 | -16 | 26 | i |
| 23 | Cc1ccc(-c2cc(C(=O)Nc3cc(C)on3)c3ccccc3n2)c(C)c1 | 5 | -0.3 | 13 | -0.4 | 3 | 0.9 | -2 | 6 | 21 | -0.3 |
| 24 | COc1ccc(C=O)cc1OS(=O)(=O)c1ccccc1[N+](=O)[O-] | -2 | -0.3 | -8 | 2.1 | 4 | -0.3 | 4 | -3 | 4 | i |

The last three records of the part before come first, to join the parts:
| # | compound | Anthrax LF inh2 | BoNT A protease | Yp Topo-I inh | TcdB inh | CCHF vOTU inh | PfHsp40 yeast | 3CLpro inhibitor | SSB-PriA inh | DUSP3 inh | BH1578 lux ind |
| --- | --- | --- | --- | --- | --- | --- | --- | --- | --- | --- | --- |
| 22 | CC(C)CN(C#N)c1nc(N2CCOCC2)nc(N2CCOCC2)n1 | 3 | 1.0 | 0 | . | 13 | 0.5 | -4 | -16 | 26 | i |
| 23 | Cc1ccc(-c2cc(C(=O)Nc3cc(C)on3)c3ccccc3n2)c(C)c1 | 5 | -0.3 | 13 | -0.4 | 3 | 0.9 | -2 | 6 | 21 | -0.3 |
| 24 | COc1ccc(C=O)cc1OS(=O)(=O)c1ccccc1[N+](=O)[O-] | -2 | -0.3 | -8 | 2.1 | 4 | -0.3 | 4 | -3 | 4 | i |
| 25 | CC(/C=N/NC(=O)c1cccnc1)=C\c1ccccc1 | -1 | -0.6 | 0 | 0.0 | 0 | -1.0 | 5 | . | 20 | -0.3 |
| 26 | Cc1cccc(NC(=O)c2ccccc2NC(=O)C2CCCCC2)c1C | 3 | -0.4 | 6 | 2.1 | -9 | 0.2 | -7 | -3 | 8 | 1.5 |
| 27 | O=S(=O)(c1ccc(-c2nnco2)cc1)N1CCCCC1 | 12 | 3.0 | 8 | 1.0 | -2 | 0.2 | 0 | -5 | -5 | -0.5 |
| 28 | Cc1ccc(NC(=O)c2ccc(S(=O)(=O)C(F)F)cc2)c(C)c1 | 0 | -1.2 | 15 | . | 10 | -2.0 | 3 | 0 | 1 | i |
| 29 | C=C1[C@@H](O)[C@H](CC(C)C)N(Cc2ccccc2Br)S1(=O)=O | -1 | -0.2 | 0 | 1.3 | 2 | 0.4 | . | -22 | . | 0.3 |
| 30 | COc1cccc(Oc2ccc(C(F)(F)F)cc2NC(=O)CCc2nc3ccccc3c(=O)[nH]2)c1 | -6 | -1.5 | 30 | 1.3 | 21 | 0.2 | 4 | 0 | 28 | i |
| 31 | COc1nc2ccccc2nc1N1CCN(c2ccc(F)cc2)CC1 | -3 | -1.2 | 4 | 0.3 | 5 | 0.5 | -1 | -7 | -15 | 0.9 |
| 32 | COc1ccc(N(C(=O)c2ccco2)C(C(=O)NC2CCCC2)c2cccs2)cc1OC (stereo unspecified) | 3 | 1.9 | 2 | . | 3 | -0.2 | 0 | -13 | 4 | -5.0 |
| 33 | O=C(COc1ncnc2c(Cl)cc(Cl)cc12)N1CCN(S(=O)(=O)c2ccccc2)CC1 | -1 | 1.0 | -4 | . | 5 | -1.3 | 1 | 11 | -2 | 2.6 |
| 34 | O=[N+]([O-])c1ccc(COc2ccc(CNc3ccccc3)cc2)cc1 | 0 | -0.6 | -1 | . | -3 | 0.0 | -1 | 7 | 4 | -0.1 |
| 35 | COc1cc2cc(C#N)c(SCC(=O)Nc3cc(C)on3)nc2cc1OC | 1 | -0.8 | 1 | -0.4 | 7 | -0.6 | 0 | -6 | -7 | -0.4 |
| 36 | COCCNC(=O)C(c1ccc(C)cc1)N(Cc1cccs1)C(=O)CCC(=O)Nc1ccccn1 (stereo unspecified) | 8 | -0.4 | 13 | -0.3 | 6 | 0.3 | 3 | 4 | 21 | i |

The listing continues.
Values in the order: Anthrax LF inh2 | BoNT A protease | Yp Topo-I inh | TcdB inh | CCHF vOTU inh | PfHsp40 yeast | 3CLpro inhibitor | SSB-PriA inh | DUSP3 inh | BH1578 lux ind
[37] CCn1c(Cc2ccc(OC)cc2)nnc1SCC(=O)Nc1cccc(C(=O)OC)c1
→ -6 | 0.4 | 15 | . | -3 | 0.2 | 0 | 2 | -13 | -1.0
[38] CCN(CC)C(=O)C1=C(C)N(Cc2ccc(C(C)(C)C)cc2)C(=O)C(CC(=O)NCCN2CCOCC2)C1 (stereo unspecified)
→ -6 | -0.7 | 24 | 0.5 | 16 | . | . | . | . | -0.4
[39] Cc1ccc(-c2csc(N3CCN(CCCn4c(C(F)(F)F)nc5ccccc54)CC3)n2)cc1
→ -6 | -0.2 | 23 | 1.4 | 6 | 2.0 | 2 | -6 | 13 | -7.1
[40] CN(Cc1ccccc1)C(=O)CCS(=O)(=O)c1cc2c(cc1Cl)NC(=O)CO2
→ 2 | 1.0 | -10 | 1.2 | -4 | 0.4 | -7 | -15 | 17 | i
[41] COc1cc(C(=O)N/C(=C\c2cn(C)c3ccccc23)C(=O)N2CCN(C)CC2)cc(OC)c1OC
→ -1 | 1.3 | 19 | -0.6 | 12 | 0.8 | 0 | 9 | 6 | 0.9
[42] COc1cc([N+](=O)[O-])ccc1NC(=O)C[n+]1cccc(C)c1
→ -1 | 0.8 | -2 | . | -3 | -0.4 | -6 | -16 | -16 | i
[43] COc1ccc(CNC(=O)C2(C)Cc3c(-c4cccc(C(N)=O)c4)ccnc3O2)cc1OC (stereo unspecified)
→ -4 | -0.9 | 7 | 1.4 | -1 | . | . | . | . | i
[44] C[C@H](CO)N1C[C@H](C)[C@@H](CN(C)S(=O)(=O)c2ccccc2)Oc2ccc(NS(=O)(=O)c3cccs3)cc2C1=O
→ -2 | -0.4 | 12 | 1.0&1.3 | 6 | -0.5 | . | 7 | . | 1.0
[45] O=C(Nc1ccccc1Cl)c1ccc(-c2ccccn2)s1
→ -2 | ? | -1 | 1.3 | 5 | -0.1 | 0 | -2 | 12 | -0.6
[46] COc1cc(C(=O)Nc2ccc(O)cc2)ccc1OC(C)=O
→ 5 | 0.0 | -10 | . | 7 | -1.6 | -2 | -20 | -6 | 0.4

Full records as entered above. Order of screens: Anthrax LF inh2	BoNT A protease	Yp Topo-I inh	TcdB inh	CCHF vOTU inh	PfHsp40 yeast	3CLpro inhibitor	SSB-PriA inh	DUSP3 inh	BH1578 lux ind
C[C@H]1CN([C@@H](C)CO)S(=O)(=O)c2ccc(Br)cc2O[C@H]1CN(C)Cc1ccccc1 is listed with -6	-0.7	1	0.8&-1.2&0.2	6	.	.	.	.	i
Cc1ccc(-c2csc(N3CCN(CCCn4c(C(F)(F)F)nc5ccccc54)CC3)n2)cc1 is listed with -6	-0.2	23	1.4	6	2.0	2	-6	13	-7.1
